NR2E3 ag-1: human photoreceptor-specific nuclear receptor agonism | inhibition of corepressor binding, % at 3.98 µM | CHO-S Gal4-NCOR/VP16-NR2E3 two-hybrid, luciferase | Q9Y5X4 | AID 602229 | 360,000 compounds, 0.35% hits;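 active = inhibition above the mean of all tested compounds plus 3 SD, cut at about 70% in these data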;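 note: 0% = DMSO with NR2E3 transfected cells and 100% = cells lacking NR2E3 construct; higher means lower luciferase signal from less NR2E3 corepressor binding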
Target sequence (Q9Y5X4 whole entry, looked up, the tested form may be a part): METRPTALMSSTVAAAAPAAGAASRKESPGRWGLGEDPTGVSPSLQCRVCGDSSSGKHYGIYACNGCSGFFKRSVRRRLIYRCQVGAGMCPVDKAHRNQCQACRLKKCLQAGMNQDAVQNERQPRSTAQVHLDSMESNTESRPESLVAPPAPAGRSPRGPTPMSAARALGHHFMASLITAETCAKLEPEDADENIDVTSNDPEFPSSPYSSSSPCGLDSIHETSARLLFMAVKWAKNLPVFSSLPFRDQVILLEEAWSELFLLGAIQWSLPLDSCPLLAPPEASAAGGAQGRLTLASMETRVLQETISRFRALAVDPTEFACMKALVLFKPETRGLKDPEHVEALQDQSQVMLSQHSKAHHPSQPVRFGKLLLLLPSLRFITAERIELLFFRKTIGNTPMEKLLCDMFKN
MITF TRPM1 inh: MITF TRPM1 promoter inhibition in SK-MEL-5 cells | SK-MEL-5 TRPM1 promoter luciferase, 24 h | inhibition, % at 12.5 µM | 330,000 compounds, 0.83% hits;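 active = mean inhibition across replicates of 60% or more, whatever share of single replicates reaches that level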; note: values of inactives mirror those of a sister screen read the other way
PDI inh: blocks human protein disulfide isomerase activity; P07237; PDI insulin aggregation turbidity, A650, 90 min; inhibition, % at 10 µM; 350,000 compounds, 0.052% hits; AID 588391;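 active = mean inhibition across replicates of 30% or more, whatever share of single replicates reach that level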;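 note: absorbance from insulin aggregation driven by PDI reduction with DTT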
HTR2A ag: activates the mouse 5-HT2A serotonin receptor; activation, % at 7.6 µM; AID 624169; 360,000 compounds, 0.66% hits; CHO-K1 mHTR2A beta-arrestin complementation, luminescence; percent of 30 µM serotonin response; P35363;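 active = activation above a run cutoff, the mean activation of all tested compounds plus 3 SD, cut at about 14% in these data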;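 note: 0% = plate median of compound wells and 100% = 30 µM serotonin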
Target sequence (P35363 whole entry, looked up): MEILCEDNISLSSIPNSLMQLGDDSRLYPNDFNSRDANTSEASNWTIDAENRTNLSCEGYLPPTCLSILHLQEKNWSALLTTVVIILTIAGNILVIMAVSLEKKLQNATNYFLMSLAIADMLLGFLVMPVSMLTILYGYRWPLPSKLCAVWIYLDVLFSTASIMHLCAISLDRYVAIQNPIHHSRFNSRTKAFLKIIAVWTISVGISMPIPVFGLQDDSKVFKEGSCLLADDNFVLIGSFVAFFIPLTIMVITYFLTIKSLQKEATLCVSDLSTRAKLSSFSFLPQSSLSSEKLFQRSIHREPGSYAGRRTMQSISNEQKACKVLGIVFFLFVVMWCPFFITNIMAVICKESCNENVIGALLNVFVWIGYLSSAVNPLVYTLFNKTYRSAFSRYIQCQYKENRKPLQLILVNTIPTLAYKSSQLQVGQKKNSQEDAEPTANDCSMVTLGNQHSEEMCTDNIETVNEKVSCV
CaV13 FRET inh: Primary screen for inhibitors of IQ motif and Ca2+-dependent inactivation inhibitor domain binding in CACNA1D, Förster resonance energy transfer in living cells, … | HEK cells, CFP/YFP FRET ICDI-IQ, plate reader, 10 min; percent FRET-ratio fall versus neutral wells | inhibition, % at 12.3 µM | 340,000 compounds, 0.098% hits | AID 743397;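 active = mean replicate inhibition of at least 30% and at least 1% of replicates passing that level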;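 note: 0% = median of the neutral control wells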
NR2E3 ag-2: NR2E3 (human) agonism; inhibition of corepressor binding, % at 4.78 µM; 320,000 compounds, 0.12% hits; Q9Y5X4; GST-NR2E3/biotin-RetCOR TR-FRET, 1536-well; AID 2300;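 active = percent inhibition above the cutoff of mean plus 3 SD of all tested compounds, set per screening campaign, cut at about 20% in these data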;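 note: 0% = DMSO wells and 100% = biotin wells as full block of FRET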
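Material: NR2E3–RetCOR corepressor complex / Amount: 1.35 nM GST-NR2E3 / Medium: Tris pH 7.5 / Compound: single nominal compound dose of 4.8 µM / Incubation: 5 h at 4 °C / Technique: TR-FRET, Eu(K)-anti-GST donor, streptavidin-D2 acceptor, ex 340, em 617/671 nm / Read-out basis: percent loss of FRET ratio relative to control wells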
Cardio protect: myocardial damage modulation in H9c2 cells. H9c2 cardiomyocytes, H2O2 injury protection, ATPLite, 2 h. protection from H2O2 cell death, % at 20 µM. 360,000 compounds, 0.63% hits. AID 588492;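 active = compounds giving at least 50% protection of heart cells from peroxide-induced death in the single-dose screen, raw or plate-pattern-corrected value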;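 note: 0% = DMSO wells with peroxide and 100% = DMSO wells without peroxide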
Shn3 inh set2: reduces Shn3 3'UTR luciferase signal in osteoblasts; Clone20 osteoblast Shn3 3'UTR firefly luciferase, 24 h; inhibition, % at 12.5 µM; 360,000 compounds, 0.52% hits;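 active = mean inhibition of at least 75% with every replicate also reaching 75%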;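 note: 0% = median of neutral control wells and 100% = pilot-screen positive control compound; some compounds past the cut are filed as inactive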
HIF-2a inh: blocks HIF-2a reporter activity | 786-0 RCC cells HIF-2a reporter, luciferase luminescence, overnight | 360,000 compounds, 0.72% hits | inhibition, % at 18.8 µM;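 active = inhibition of the luminescence signal of 40% or more relative to plate controls, in a single-dose primary screen at 18.75 µM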
iPSC survival up: increases survival of single human iPS cells | hiPSC single-cell survival, ATPlite luminescence; 100% = ROCK inhibitor wells, 0% = DMSO | 360,000 compounds, 0.044% hits | survival enhancement, % at 20 µM; in the data active = survival enhancement above about 18%;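 note: cells exposed to compounds for 16 hours before the ATP read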
Peg3 prom inh: reduces Peg3 promoter-driven luciferase expression in HeLa; HeLa PEG-Prom luciferase reporter, luminescence, overnight; inhibition, % at 20 µM; 360,000 compounds, 1.7% hits; AID 588405;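 active = inhibition of at least 50% at 20 µM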
* marks the source's active call; other numbers are inactive results; x = no result given.

SMILES	NR2E3 ag-1	MITF TRPM1 inh	PDI inh	HTR2A ag	CaV13 FRET inh	NR2E3 ag-2	Cardio protect	Shn3 inh set2	HIF-2a inh	iPSC survival up	Peg3 prom inh
CCN(CC)CCCNC(=O)c1cc2c(=O)n(CC)c3ccccc3c2s1	-9	-21	0	-8	-5	-1	3	-19	8	0.1	2
CCC(C)C(NC(=O)/C(=C\c1ccccc1)NC(=O)c1ccc(OC)cc1)C(=O)O (configuration not stated)	-40	-11	-12	0	5	1	12	-5	8	-0.2	-10
O=C1[C@@H]2[C@@H]3C[C@@H]([C@H]4ON=C(c5ccc(Cl)cc5)[C@@H]34)[C@@H]2C(=O)N1c1ccc2c(c1)OCO2	-38	0	1	1	-5	0	-2	-4	-3	-1.0	-8
CCC(c1nnnn1-c1c(C)cccc1C)N1CCN(CCN2CCOCC2)CC1 (configuration not stated)	-8	x	x	-3	-6	x	x	x	4	-0.8	x
CCOC(=O)C1CCCN(c2c(N3CCOCC3)c(=O)c2=O)C1 (configuration not stated)	2	x	-2	3	-7	1	18	-20	7	-2.2	6
O=C(CN1CCN(Cc2ccccc2Cl)C1=O)N1CCCCCC1	-24	-3	-3	4	-1	0	11	12	20	0.5	16
CCc1nn2c(N3CCOCC3)cc(C)nc2c1-c1ccc(F)cc1	-28	-4	2	-5	4	1	6	9	11	-1.0	15
COc1ccc(OC)c(-c2csc(NC(=O)CSCc3c(C)noc3C)n2)c1	-17	-11	-3	7	-6	-4	0	7	-15	0.9	5
C#CCOCCOCCOCCNc1nc(N2CCOCC2)nc(N2CCN(C(=O)[C@H](CC(N)=O)n3cc([C@@H](N)C(C)C)nn3)CC2)n1	-5	-11	1	4	-10	x	3	3	8	3.8	-10
CC(=O)C1CCC2C3CCC4=CC(=O)CCC4(C)C3C(O)CC12C (configuration not stated)	3	x	2	-2	-4	x	-10	11	7	-0.2	2
CCOc1cc(C(=O)Nc2ccc(N3CCN(C(C)=O)CC3)cc2)cc(OCC)c1OCC	-2	15	-7	5	-1	-2	-4	-2	10	2.1	5
COCCNC(=O)C(OC(=O)C1=Cc2ccccc2OC1)C(C)C (configuration not stated)	16	-7	-3	1	-2	2	0	10	6	-0.9	8
O=C(Nc1ccc2c(c1)OCCO2)c1ccncc1	-66	-2	6	-3	-3	2	-4	-18	-115	-1.7	-140
Cc1c(Cl)cccc1N(Cc1ccc(C(=O)O)cc1)S(=O)(=O)c1ccccc1	32	16	9	-5	9	1	15	-17	14	0.4	16
COc1cc(NC(=O)c2cc(-c3ccc4c(c3)OCO4)on2)cc(OC)c1OC	-38	41	5	-7	-3	1	-2	41	-9	-0.6	12
CC1(C)CC(NC(=O)C23CCC(C)(C(=O)C2=O)C3(C)C)CC(C)(C)N1 (configuration not stated)	-11	10	-1	0	-8	1	3	2	10	-0.1	0
COc1ccc(CCN2C(=O)CC(Sc3ncccc3C(=O)O)C2=O)cc1OC (configuration not stated)	22	2	-1	2	-4	2	-3	-1	18	1.4	2
O=C1c2ccccc2C(=O)N1CC1c2ccccc2CCN1S(=O)(=O)c1cnc[nH]1 (configuration not stated)	10	4	25	-2	-1	3	6	-1	11	6.4	7
CCN(CC)c1ccc(C(=O)c2ccccc2C(=O)O)c(O)c1	-21	-4	-4	-1	-5	3	8	-7	-29	1.9	-29
CN(NS(C)(=O)=O)c1c(C#N)c(C(F)(F)F)nn1C	-17	7	4	-6	-3	0	3	-10	14	1.4	-7
Cc1ccc(CNC(=O)Cn2c(=O)n(CC(=O)N3CCCCC3)c(=O)c3sccc32)cc1	-15	7	1	5	-3	3	-1	46	0	-0.4	15
Cc1cccc(/C=N/NC(=O)c2ccc3c(c2)OCCO3)c1O	-256	39	-6	-5	-4	-1	-9	80	-38	-0.7	1
CCCn1c(SCC(=O)NC2CCCCC2C)n[nH]c1=O (configuration not stated)	6	-9	5	-1	-4	4	4	12	9	3.5	-2
COc1cc(C2C3=C(COC3=O)Oc3cc4c(cc32)OCO4)ccc1OC(C)=O (configuration not stated)	-1	24	-4	-5	-3	x	21	1	13	7.6	0
Cc1ccc(-n2nc(C)c(NS(=O)(=O)c3ccccc3)c2C)cc1C	-21	10	1	5	-8	-1	-5	-8	-19	2.3	-4
Next results.
SMILES	NR2E3 ag-1	MITF TRPM1 inh	PDI inh	HTR2A ag	CaV13 FRET inh	NR2E3 ag-2	Cardio protect	Shn3 inh set2	HIF-2a inh	iPSC survival up	Peg3 prom inh
CC1Cc2nc(SCC(=O)Nc3ccc4c(c3)OCO4)n(-c3ccc(F)cc3)c(=O)c2S1 (configuration not stated)	-16	7	x	-9	-10	1	1	1	18	-1.6	19
COc1cccc2cc(C(=O)c3ccc([N+](=O)[O-])cc3)oc12	-37	-34	3	5	-4	1	-14	-134	-127	-1.8	-176
CCCCN=C(C)c1c(O)c2ccccc2oc1=O	-23	-78	-1	0	x	-1	0	-23	-238	-1.3	-229
CC(CC(=O)NCCc1ccc(S(N)(=O)=O)cc1)c1ccccc1 (configuration not stated)	2	-11	-21	2	-20	0	10	-18	16	0.0	7
CCN1CCN(C(=O)c2ccccc2N(Cc2ccccc2)S(=O)(=O)c2ccc(C)cc2)CC1	-15	-2	0	-8	-6	0	11	3	18	-1.9	28
CCn1nnnc1SCC(=O)Nc1sc(C)c(C)c1C#N	-33	3	10	-2	x	5	8	17	-2	-2.4	9
Cc1cccc(NC(=O)c2nc[nH]c2C(=O)N[C@@H](Cc2ccccc2)C(=O)OCc2ccccc2)c1	4	1	-6	-3	-3	3	-7	9	2	-1.8	2
NS(=O)(=O)c1ccc(NC(=O)COC(=O)COc2ccc3ccccc3c2)cc1	-14	17	3	17*	-2	0	0	-10	18	-0.5	1
CNS(=O)(=O)c1cccc(C(=O)NNC(=O)CN(C)S(=O)(=O)c2ccc(Cl)cc2)c1	20	-9	3	3	-2	-4	-2	7	0	-0.4	-2
CC(=O)c1ccc(NC(=O)CC(NCCC2=CCCCC2)C(=O)O)cc1 (configuration not stated)	-3	-9	14	6	-3	2	10	0	-1	-0.4	3
COC(=O)c1ccc(NCC(=O)Nc2cc(C)cc(C)c2)cc1	-11	-6	0	-2	-5	-2	4	-10	7	-0.5	-2
C=CCSc1ncccc1C(=O)O	-8	-3	0	-1	-10	-1	5	11	27	2.1	3
N#C/C(=C\Nc1ccc2cn[nH]c2c1)c1nc(-c2ccc(Cl)cc2)cs1	-18	49	5	-4	-5	1	-1	29	0	0.7	-12
CSc1ccccc1C(=O)OCC(=O)NC1CC1	-29	x	9	5	-6	x	3	-15	-21	2.9	4
Cc1ccc(NC(=O)CCc2nc(-c3cccs3)no2)c(Br)c1	-3	1	9	5	-7	-1	-12	-6	-64	0.4	-24
NS(=O)(=O)c1ccc2nc(NC(=O)c3ccc(Br)o3)sc2c1	-106	-81	2	0	-2	0	-9	-15	-192	-0.1	-162
COc1ccc(C)cc1S(=O)(=O)n1nc(C)cc1C	-8	-8	1	0	-5	2	1	-6	22	-0.1	16
CCOC(=O)c1cnn(CCOC(=O)c2cccs2)c1NC(=O)c1cccs1	3	0	-3	12	-5	x	0	16	-20	-3.5	0
O=C(c1cc([N+](=O)[O-])ccc1N1CCOCC1)N1CCN(c2ccccc2)CC1	23	57	5	1	-9	-2	4	3	22	-0.3	-11
O=C(COC(=O)c1oc2ccccc2c1CSc1ccc(Cl)cc1)NC1CCCC1	2	-1	-6	-4	-20	1	-6	24	-4	-0.6	30
COc1ccc2nc(C)cc(SCC(=O)N/N=C/c3c(OC)ccc4ccccc34)c2c1	-16	13	-4	2	-15	-4	-8	0	4	-0.9	63*
Cn1c(=O)[nH]c(=O)c2c1nc(N1CCN(CCO)CC1)n2CCSc1nc2ccccc2s1	20	15	x	8	-5	2	9	-1	17	0.4	17
C[C@H](CO)N1C[C@H](C)[C@@H](CN(C)S(=O)(=O)c2cn(C)cn2)Oc2ncc(Br)cc2C1=O	-4	x	6	2	-7	x	3	-2	-2	5.7	2
Nc1cc(=O)nc(SCC(=O)NCc2ccccc2)n1CCc1ccccc1	-5	4	13	-2	-8	-3	-1	-18	1	0.1	-3
COc1cc(CNc2ccc3[nH]c(=O)[nH]c3c2)ccc1OCc1ccccc1Cl	-70	-63	-8	-5	-4	0	4	2	-106	-0.1	-30
CSc1sc(C(=O)NCC2CC2)c(-c2cccs2)c1C#N	-1	6	7	3	-6	-4	-1	15	10	-0.5	14

Two consecutive compounds from above:
SMILES	NR2E3 ag-1	MITF TRPM1 inh	PDI inh	HTR2A ag	CaV13 FRET inh	NR2E3 ag-2	Cardio protect	Shn3 inh set2	HIF-2a inh	iPSC survival up	Peg3 prom inh
CC1Cc2nc(SCC(=O)Nc3ccc4c(c3)OCO4)n(-c3ccc(F)cc3)c(=O)c2S1 (configuration not stated)	-16	7	x	-9	-10	1	1	1	18	-1.6	19
COc1cccc2cc(C(=O)c3ccc([N+](=O)[O-])cc3)oc12	-37	-34	3	5	-4	1	-14	-134	-127	-1.8	-176

Among those listed so far, 7 contain a Cl atom:
SMILES	NR2E3 ag-1	MITF TRPM1 inh	PDI inh	HTR2A ag	CaV13 FRET inh	NR2E3 ag-2	Cardio protect	Shn3 inh set2	HIF-2a inh	iPSC survival up	Peg3 prom inh
O=C1[C@@H]2[C@@H]3C[C@@H]([C@H]4ON=C(c5ccc(Cl)cc5)[C@@H]34)[C@@H]2C(=O)N1c1ccc2c(c1)OCO2	-38	0	1	1	-5	0	-2	-4	-3	-1.0	-8
O=C(CN1CCN(Cc2ccccc2Cl)C1=O)N1CCCCCC1	-24	-3	-3	4	-1	0	11	12	20	0.5	16
Cc1c(Cl)cccc1N(Cc1ccc(C(=O)O)cc1)S(=O)(=O)c1ccccc1	32	16	9	-5	9	1	15	-17	14	0.4	16
CNS(=O)(=O)c1cccc(C(=O)NNC(=O)CN(C)S(=O)(=O)c2ccc(Cl)cc2)c1	20	-9	3	3	-2	-4	-2	7	0	-0.4	-2
N#C/C(=C\Nc1ccc2cn[nH]c2c1)c1nc(-c2ccc(Cl)cc2)cs1	-18	49	5	-4	-5	1	-1	29	0	0.7	-12
O=C(COC(=O)c1oc2ccccc2c1CSc1ccc(Cl)cc1)NC1CCCC1	2	-1	-6	-4	-20	1	-6	24	-4	-0.6	30
COc1cc(CNc2ccc3[nH]c(=O)[nH]c3c2)ccc1OCc1ccccc1Cl	-70	-63	-8	-5	-4	0	4	2	-106	-0.1	-30

High-throughput results as filed in PubChem BioAssay.
